CTSL1 counter: cathepsin L1 inhibition, PFM18AAP counter-screen. hit rate 0.49% among 300,000. recombinant F. hepatica cathepsin L1, Z-Leu-Arg-MCA fluorescence. inhibition, % at 5.96 µM;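 active means inhibition above the mean of all tested compounds plus 3 SD, set per screening campaign, cut at about 17% in these data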;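 further: 0% = plate median of test compound wells and 100% = 1 µM Z-Phe-Ala-diazomethylketone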
procasp7 counter: counter-screen: procaspase-7 (human) activation. recombinant procaspase-7, Ac-DEVD-pNA absorbance 405 nm; D23A/D198A/D206A triple mutant, cannot self-cleave; scale: DMSO 0, 5 µM enzyme 100. P55210. hit rate 0.093% among 330,000. activation, % at 8.5 µM;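 active means percent activation above the screen-wide mean plus 3 SD, cut at about 25% in these data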
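Assay system – Uncleavable procaspase-7 mutant enzyme · Quantity – 2 µM procaspase-7 mutant as dispensed · Times – 1 h preincubation, 2 h reaction · Dosing – single nominal 8.5 µM compound dose, 0.8% DMSO final · Buffer or medium – Zinc-free 50 mM HEPES buffer, pH 7.4, with NaCl and Triton X-100 · Detection – Epi-absorbance of released pNA at 405 nm, two timepoints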
TPT1 inh: C. albicans TPT1 enzyme inhibition; recombinant caTPT1, FP RNA substrate dephosphorylation; inhibition, % at 5 µM; hit rate 0.81% among 300,000; AID 1962;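 active means inhibition above the mean of all tested compounds plus 3 SD, set per screening campaign, cut at about 24% in these data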;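 further: plate controls were DMSO alone for no effect and ferristatin control at 100 nM for full effect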
proCasp3 act: procaspase-3 (human) activation; recombinant procaspase-3 D3A, Ac-DEVD-pNA absorbance 405 nm; activation, % at 8.5 µM; hit rate 0.11% among 330,000;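 active means activation above the mean of all tested compounds plus 3 SD, cut at about 21% in these data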;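 further: 0% = DMSO alone and 100% = DMSO wells spiked with extra 5 µM PC-3 D3A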
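System: Procaspase-3 D3A mutant. Medium: Zinc-free 300 mM NaCl, 50 mM HEPES, 0.01% Triton X-100. Schedule: 1 h preincubation plus 2 h reaction at 25 °C. Measured by: 405 nm absorbance of p-nitroaniline, reads at 0 and 120 min. Read-out: percent activation relative to control range.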
core dimer inh: blocks dimerization of HCV core protein; inhibition, % at 5 µM; hit rate 0.33% among 300,000; TR-FRET GST/Flag-core106 dimerization, 1536-well;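 active means inhibition above the mean of all tested compounds plus 3 SD, set per screening campaign, cut at about 45% in these data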
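Assay system – GST-tagged and Flag-tagged HCV core protein residues 1-106 · Quantity – core106 proteins, GST 13.5 nM and Flag 17 nM · Benchmarks – unlabelled core106 and no-GST-core106 wells · Read-out basis – percent inhibition of core106 dimerization signal · Detection – time-resolved FRET, ex 340 nm, em 617 and 671 nm · Schedule – 4 h at 22.5 °C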
PAFAH2 inh: PAFAH2 (human) inhibition; hit rate 0.99% among 340,000; inhibition, % at 3.39 µM; recombinant PAFAH2, FP-rhodamine activity probe, fluorescence polarization; Q99487;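 active means inhibition above the mean over all tested compounds plus 3 SD, cut at about 30% in these data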;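 further: inhibitors block probe labeling of enzyme so polarization drops; 0% = enzyme with DMSO and 100% = wells lacking PAFAH2 protein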
AHR act: human AHR activation | P35869 | activation, % at 5 µM | AHR-responsive luciferase reporter cells, luminescence | hit rate 2.5% among 320,000; in the data active means activation above about 47%;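 further: 0% = vehicle wells and 100% = reference agonist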
Target sequence (P35869 whole entry, looked up): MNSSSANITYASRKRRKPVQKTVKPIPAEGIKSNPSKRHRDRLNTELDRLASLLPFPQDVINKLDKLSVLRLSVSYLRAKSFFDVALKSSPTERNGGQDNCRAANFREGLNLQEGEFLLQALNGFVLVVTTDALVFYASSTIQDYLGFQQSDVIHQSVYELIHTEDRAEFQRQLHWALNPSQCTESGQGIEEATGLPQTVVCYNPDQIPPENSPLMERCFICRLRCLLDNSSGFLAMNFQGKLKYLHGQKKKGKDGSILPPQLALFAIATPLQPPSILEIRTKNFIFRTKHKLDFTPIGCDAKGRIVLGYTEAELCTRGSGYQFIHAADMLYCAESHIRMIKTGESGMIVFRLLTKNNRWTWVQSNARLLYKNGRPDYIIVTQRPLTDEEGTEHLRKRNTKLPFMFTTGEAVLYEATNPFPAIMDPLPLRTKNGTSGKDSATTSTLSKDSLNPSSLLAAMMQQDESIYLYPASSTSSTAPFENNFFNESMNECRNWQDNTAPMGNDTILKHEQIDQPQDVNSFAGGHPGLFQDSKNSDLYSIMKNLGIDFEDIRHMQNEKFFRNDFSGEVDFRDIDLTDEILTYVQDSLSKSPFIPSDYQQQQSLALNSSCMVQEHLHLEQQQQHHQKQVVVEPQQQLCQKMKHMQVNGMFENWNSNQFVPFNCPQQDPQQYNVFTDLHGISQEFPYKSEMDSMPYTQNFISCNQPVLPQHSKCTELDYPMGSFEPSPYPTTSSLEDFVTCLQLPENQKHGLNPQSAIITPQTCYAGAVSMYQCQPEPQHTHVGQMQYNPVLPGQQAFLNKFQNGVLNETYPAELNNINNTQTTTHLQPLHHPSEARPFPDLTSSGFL
PP1 counter: blocks human PP1-alpha phosphatase, a PP5 counter-screen; P62136; purified PP1alpha, OMFP fluorescence; inhibition, % at 6.7 µM; hit rate 0.9% among 320,000; AID 2235;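 active means inhibition above the mean inhibition of all tested compounds plus 3 SD, computed separately for each screening campaign, cut at about 15% in these data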
PP5 primary: PP5 (human) phosphatase inhibition. purified PP5c, OMFP substrate fluorescence. inhibition, % at 6.7 µM. hit rate 0.18% among 320,000. AID 1987;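 active means inhibition above the campaign's mean inhibition across all tested compounds plus 3 SD, cut at about 9.5% in these data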;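 further: 0% = DMSO only and 100% = 100 µM cantharidin control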
The depositor's hits bear a star; / = not tested or not shown.

The line under a structure holds: CTSL1 counter	procasp7 counter	TPT1 inh	proCasp3 act	core dimer inh	PAFAH2 inh	AHR act	PP1 counter	PP5 primary
CSCCC(=O)N1CCCC(N2CCN(c3cccc(C(F)(F)F)c3)CC2)C1 (configuration not stated)
    -2	2	0	8	8	3	4	2	0.7
O=C(CSC1=NCCS1)Nc1ccccc1F
    -2	5	0	8	2	6	-3	-1	-0.5
CCOc1ccc(N/C=C/C(=O)c2ccccc2)c([N+](=O)[O-])c1
    4	-3	5	-9	0	-1	-11	1	-1.0
CCOC(=O)N1CCN(C(=O)c2cccc(OC)c2OC)CC1
    -3	-12	2	0	-4	-1	2	-1	0.2
c1ccc(-c2ccccc2OCCCN2CCOCC2)cc1
    0	9	1	-3	0	1	1	3	0.5
CCCC(=O)Nc1c(-c2cccc(OC)c2)c(=O)c2ccccc2n1C
    5	2	-3	-1	-17	6	2	6	2.7
Cc1ccc(Cn2ncc3c(NCCCN(C)C)ncnc32)cc1
    2	3	-2	4	3	-2	0	0	0.9
CC(=O)NCCn1ccc2ccccc21
    -3	2	-2	-3	4	-5	21	-6	0.0
COc1ccc(-c2c[n+]3c4n2CCCCC4=C(c2ccc(Br)cc2)C3)cc1
    3	-12	17	4	12	-1	6	33*	1.6
Cc1cccc(NC(=O)c2cc[n+]([O-])cc2)c1C
    -1	-10	1	6	-9	-2	0	1	2.0
COc1ccc2ccccc2c1/C=N/NC(=O)c1cccc(C)c1
    18*	-6	1	-2	0	3	18	3	3.0
C[C@@H]1CN(C(=O)c2nc3ccc(Cl)cn3c2CNCC[C@@H]2C[C@@H]3C=C[C@H]2C3)C[C@H](C)O1
    0	10	-2	3	3	1	1	0	-0.8
OC(c1ccc(Cl)cc1)c1nccc2ccccc12 (configuration not stated)
    -3	7	-2	-9	-6	3	4	3	1.8
C[C@@H](C(=O)NC1CCCC1)N1C(=O)N2CCc3c([nH]c4ccccc34)[C@@]2(C)C1=O
    0	11	-2	7	-2	0	2	-4	4.0
CCC(=O)N1CCN(c2ccc(NC(=O)c3cccs3)cc2)CC1
    0	12	-2	-6	-4	4	1	-2	3.0
COc1ccc(OCCCC(=O)OCC(=O)Nc2sccc2C(N)=O)cc1
    -5	3	-1	-7	5	9	0	-3	-0.9
O=C(Nc1ccccc1NC(=O)c1c(F)c(F)c(F)c(F)c1F)c1c(F)c(F)c(F)c(F)c1F
    5	-1	-1	0	8	-7	2	-4	-2.3
C=CCN(CC=C)C(=O)c1ccc(OC2CCN(C(C)=O)CC2)c(OC)c1
    3	10	0	7	0	-8	-2	0	0.8
COc1cc(OC)c(NC(=O)c2sc3ncn(CC(=O)N4CCOCC4)c(=O)c3c2C)cc1Cl
    -1	-1	2	4	-4	13	-3	0	3.1
CCOC(=O)C1CCN(S(=O)(=O)c2ccc3c(c2)CCN3C(C)=O)CC1
    -6	9	-1	1	-5	2	1	3	0.2
O=C(NCC(c1cccs1)N1CCOCC1)c1cnc(Cl)c(Cl)c1 (configuration not stated)
    /	3	/	0	/	8	9	/	/
O=C(CCOc1ccccc1)Nc1ccc([N+](=O)[O-])cc1
    -2	7	0	7	-12	7	0	4	3.8
CC(=O)/C(N=Nc1c(C)n(C)n(-c2ccccc2)c1=O)=C(\C)O
    3	0	-4	-10	2	-3	19	0	0.0
CCOC(=O)c1ccc(NC2OC(=O)c3ccccc32)cc1 (configuration not stated)
    2	-2	-1	5	-6	-8	1	-2	-1.3
COc1ccc(/C=C2/SC(=S)N(n3c(C)ccc3C)C2=O)cc1
    0	-11	2	-3	4	4	-1	6	3.5
CC(=O)Nc1ccc(-c2nn[nH]n2)cc1
    1	-1	1	0	-3	-4	-2	-4	-1.9
Cc1cc(NC(=O)NC2CC(=O)N(c3ccc4c(c3)OCCO4)C2)no1 (configuration not stated)
    1	2	-2	4	2	1	-1	-2	2.8
CCc1nnc(NC(=O)CCC(=O)N2CCN(c3cccc(Cl)c3)CC2)s1
    -2	4	0	6	-6	5	-2	1	2.8
Cc1ccc(C(CCNC(C)c2cccs2)c2ccco2)cc1 (configuration not stated)
    0	5	-4	-6	-2	-1	-1	-3	1.1
COc1ccc2nc(SCC(=O)c3c(N)n(C4CC4)c(=O)[nH]c3=O)[nH]c2c1
    /	-8	/	1	/	1	1	1	-0.7

Remaining list, next part.
The line under a structure holds: CTSL1 counter	procasp7 counter	TPT1 inh	proCasp3 act	core dimer inh	PAFAH2 inh	AHR act	PP1 counter	PP5 primary
OCCC1CN(Cc2cccc(-c3ccco3)c2)CCN1Cc1ccsc1 (configuration not stated)
    0	-10	0	9	6	4	0	-2	0.4
COCCNC(=O)CN1CCC(n2c(C)nc3cc(C(F)(F)F)ccc32)CC1
    -2	-5	4	6	-5	-6	-4	0	1.5
CCCCN(Cc1ccco1)S(=O)(=O)c1c[nH]c(C(=O)OC)c1
    2	-2	3	3	1	2	1	-2	0.8
CCc1ccc(Nc2n[n+](-c3ccccc3)c(-c3c(Cl)cccc3Cl)s2)cc1
    3	-1	1	0	-4	7	10	31*	-3.5
Cn1c(SCc2ccc(C(=O)Nc3nccs3)cc2)nnc1-c1ccccc1
    -1	2	-3	4	1	3	1	-6	-0.2
Cc1ccc(S(=O)(=O)CC(N)=O)cc1
    -2	-1	-4	3	-4	5	-4	0	2.8
OCC1(Cc2ccc(Cl)cc2)CCN(CCCc2ccccc2)CC1
    -1	17	-2	-1	-7	/	15	-3	3.0
COc1ccccc1NC(=O)C1=C(C)Nc2nc(-c3ccc(N(C)C)cc3)nn2C1c1ccncc1 (configuration not stated)
    2	2	0	-5	-1	-3	6	-1	0.5
CCc1nnc(NC(=O)CN2CCN(c3ccccc3F)CC2)s1
    -2	7	0	7	-4	5	-1	5	-3.2
CCn1c(C(C)NC(C)=O)nc2ccccc21 (configuration not stated)
    -2	1	1	3	12	-16	-1	0	-2.3
O=[N+]([O-])c1ccc(-c2nc(-c3ccncc3)no2)cc1
    0	7	-2	1	1	5	-4	-3	0.1
Cc1ccc(C(=O)N[C@@H](C)CN2C3=NC[C@H](C(C)C)N3C[C@H]2Cc2ccc(O)cc2)cc1Br
    -3	0	-2	4	-4	1	4	0	2.1
O=c1c2ccccc2nc(-c2ccco2)n1/N=C/c1ccccc1O
    5	-4	-1	-3	3	-1	7	-3	0.6
CC(NC(=O)C1CCN(c2nnc(-n3cccc3)s2)CC1)C12CC3CC(CC(C3)C1)C2 (configuration not stated)
    -1	6	-2	10	19	11	2	-2	1.8
COc1ccc(NC(=O)C2CCN(Cc3cnn(-c4ccccc4)c3-n3cccc3)CC2)cc1OC
    -3	7	3	-4	1	2	7	2	1.7
COc1ccc(N(CC(=O)Nc2cccc(C)c2)S(=O)(=O)c2c(C)noc2C)cc1
    5	4	2	-4	7	3	10	1	2.5
CC1CCCC(NC(=O)Nc2cccs2)C1C (configuration not stated)
    9	-6	1	-5	5	0	4	1	-1.7
O=C(CSc1nnc(CN2CCOCC2)n1-c1ccc(Cl)cc1)N1CCc2ccccc21
    -1	1	2	14	-1	1	-1	-4	2.1
Cn1c(SCC(=O)N2CCCc3ccccc32)nnc1-c1c[nH]c2ccccc12
    2	2	-1	5	2	-5	-1	2	-1.2
COCCn1c(C)cc(C(=O)COC(=O)c2ccc([N+](=O)[O-])o2)c1C
    -7	9	3	13	-1	13	-2	1	1.4
COCC(=O)Nc1c(C(=O)Nc2ccc3c(c2)OCCO3)oc2ccccc12
    -1	6	0	4	4	7	55*	-5	2.2
O=c1nc(-c2ccccc2Cl)c2cc(F)ccc2[nH]1
    12	3	2	6	5	-1	1	0	-1.7
Cc1ccc(S(=O)(=O)Nc2nc3cc(C)c(C)cc3[nH]2)cc1
    0	9	-6	10	3	/	3	3	4.5
c1ccc(N2CCN(c3nc4cc5c(cc4s3)OCCO5)CC2)cc1
    4	9	-1	5	-1	-3	0	1	-0.9
Cc1ccc(N(C(=O)c2ccc(S(=O)(=O)N(C)C)cc2)C2C=CS(=O)(=O)C2)cc1 (configuration not stated)
    -1	-7	-10	-7	4	2	2	-6	1.6
Cc1nn(-c2ccc(F)cc2)c(Cl)c1/C=C1\C(=O)Nc2ccccc21
    2	1	1	-7	-8	-2	21	5	4.5
CC1Sc2ccc(S(=O)(=O)CCC(=O)NC3CCCCCC3)cc2NC1=O (configuration not stated)
    0	-6	-1	9	3	2	1	0	0.5
Cc1ccc(C(=O)NNC(=O)c2ccc(NS(=O)(=O)c3cccs3)cc2)s1
    1	-6	2	-14	2	5	5	2	2.0
COc1ccccc1N1CCN(C(=O)/C=C/c2ccc(C)cc2)CC1
    -1	1	-4	1	0	-3	4	2	-1.0
O=C(NNC(=O)C1C2CCC(C2)C1C(=O)O)c1cccc(Cl)c1 (configuration not stated)
    -2	-11	-4	0	-3	-4	2	3	0.1

Additional records follow.
The line under a structure holds: CTSL1 counter	procasp7 counter	TPT1 inh	proCasp3 act	core dimer inh	PAFAH2 inh	AHR act	PP1 counter	PP5 primary
Cc1nc(Cl)c(S(N)(=O)=O)c(C)c1Cl
    -1	2	-1	4	-7	/	0	3	2.5
COC(=O)c1ccc(NC(=O)CSC2=NC(=O)C(c3ccccc3)C(=O)N2)cc1 (configuration not stated)
    -4	3	-2	-4	2	1	-1	-2	-0.6
Cc1ccc2c(c1)c(C)c(C)n2CC(O)Cn1nnc2ccccc21 (configuration not stated)
    2	8	-2	-9	-8	-7	38	0	1.8
O=S(=O)(NCc1ccccn1)c1ccc2c(c1)OCCO2
    1	0	-5	-4	-6	1	3	2	1.4
Cc1c(NC(=O)c2ccccc2NC(=O)COc2ccccc2)cccc1C(=O)O
    1	2	-2	-2	-1	-2	11	1	-0.4
COc1cc2c(cc1NC(=O)/C=C/c1ccc([N+](=O)[O-])cc1)oc1ccccc12
    3	4	-1	0	6	3	1	-1	-1.4
COc1ccccc1C(=O)NC(=S)Nc1cc(C(=O)O)ccc1C
    0	-3	1	3	-1	1	14	0	-0.9
CC(C)(C)NC(=O)NC(=O)CN1C(=O)NC(C)(c2ccccc2)C1=O (configuration not stated)
    -1	0	-3	4	-3	-19	2	-2	0.4
COC(=O)c1ccc2c(c1)S(=O)(=O)NC(=NCCCN1CCOCC1)S2
    -4	16	1	6	-4	0	3	-2	1.5
NC(=O)c1c(NC(=O)C(=O)NCCCN2CCOCC2)sc2c1CCCC2
    1	-10	2	-1	5	-3	5	0	-1.9

Profiles from above. Values in the order: CTSL1 counter	procasp7 counter	TPT1 inh	proCasp3 act	core dimer inh	PAFAH2 inh	AHR act	PP1 counter	PP5 primary
CC(=O)NCCn1ccc2ccccc21 is listed as -3	2	-2	-3	4	-5	21	-6	0.0
C=CCN(CC=C)C(=O)c1ccc(OC2CCN(C(C)=O)CC2)c(OC)c1 is listed as 3	10	0	7	0	-8	-2	0	0.8
OCCC1CN(Cc2cccc(-c3ccco3)c2)CCN1Cc1ccsc1 (configuration not stated) is listed as 0	-10	0	9	6	4	0	-2	0.4

From PubChem BioAssay
